# Assay outcomes deposited in PubChem BioAssay by several laboratories.
# Autophagy HCS: autophagy modulation, high-content screen. MEF GFP-LC3 puncta imaging; test concentration mostly 10 µM. calls only at 10 µM (by protocol). 190,000 compounds, 0.98% hits. AID 463193;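 active = percentage of spot-positive cells more than 3 SD above its plate mean, without a fluorescence outlier flag or 80% toxicity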;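 also: spot-positive cell cutoff set from DMSO-treated cells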
# Insulin prom up: MIN6 insulin promoter up-regulation; z-score at 5 µM; MIN6 insulin promoter-GFP reporter, high-content imaging; active compounds read high; 190,000 compounds, 0.3% hits;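 active = z-score above 3 at 5 µM with at least 500 cells counted in the well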
# Yfh1-depleted yeast: enhancers of respiration in Yfh1-depleted yeast, dose response, Friedreich's ataxia, plus single-dose screen (AID 1465); 220,000 compounds, 0.074% hits; fold induction at 50 µM, or EC50 in µM where a hit was titrated; S. cerevisiae Yfh1-off respiration, WST-1 reduction, 72 h; higher fold induction means a stronger effect;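 active = fold induction of absorbance versus untreated yeast above a set limit, then at least 30% activation at any dose in follow-up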;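 also: activators that raise dye reduction in frataxin-depleted yeast; strong numbers were not always called active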
# human PMI inhibition: inhibitors of human PMI, primary screen, biochemical, fluorescence intensity, coupled assay (AID 1209) | purified PMI enzyme, coupled fluorescence intensity; higher % means a stronger effect | inhibition, % at 20 µM; hits with a dose series show IC50 in µM | 190,000 compounds, 0.42% hits;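 also: plate controls were DMSO vehicle for no effect and wells lacking substrate for full effect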
# Dynein transport: dynein cargo transport inhibition | 220,000 compounds, 0.47% hits | AID 1381 | 3617.4 mouse cells, GR-EGFP nuclear translocation imaging; test concentration mostly 20 µM; stimulated with dexamethasone, 1 µM; active compounds read low | z-score, hits read low;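 active = plate z-score of nuclear minus cytoplasmic receptor signal below a set negative limit, without overly bright fluorescence or cell loss, cut at about -3.5 in these data, passing the limit was not always enough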;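 also: z-score of nuclear minus cytoplasmic ring GR-EGFP intensity difference per well; some compounds called inactive have numbers as strong as hits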
#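 Buffer or medium: tet-free, stripped-serum medium; reagent: dexamethasone at 1.0 µM final, 30 min; incubation: 48 h induction, 1 h compound, 30 min dex at 37 °C; measured by: formaldehyde fixation, Hoechst nuclear stain, 10x automated fluorescence imaging; read-out: nuclear-to-cytoplasmic GR-EGFP distribution per well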
# bCat nuc transl: alters nuclear translocation of beta-catenin in HeLa cells. 190,000 compounds, 0.3% hits. immunofluorescence imaging. nuclear translocation activity, % at 5 µM;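 active = nuclear translocation activity above 50% at 5 µM, with a well cell count of 50 or more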;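 also: per-cell ratio of nuclear to cytoplasmic median beta-catenin stain intensity; plate controls were DMSO negative control for no effect and GSK-3 inhibitor IX positive control for full effect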
#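 Signal – beta-catenin immunofluorescence imaging with DAPI · Test system – human HeLa cell line · Dosing – 5 µM primary single dose, 0.1% DMSO, 0.02–20 µM confirmation series · Measure – % activation, nuclear-to-cytoplasmic median beta-catenin signal ratio per cell · Incubation – 24 h compound exposure at 37°C, 5% CO2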
# human PMI inhibitors: human PMI inhibitors, high substrate, primary screen, biochemical, fluorescence intensity, high mannose 6-phosphate (AID 1220); recombinant PMI enzyme, coupled fluorescence intensity; higher % means a stronger effect; one-dose inhibition, % at 20 µM; IC50 in µM for titrated hits; 190,000 compounds, 0.66% hits
# WT yeast gro inh: growth inhibition of WT yeast, mitochondrial fusion screen. 190,000 compounds, 2.1% hits. mitochondrial fusion phenotypic screen, WT strain. inhibition, % at 10 µM; in the data active = inhibition above about 58%; tested in S. cerevisiae
# MT stabilize HCS: stabilizes microtubules in HeLa cells | 200,000 compounds, 0.83% hits | HeLa tubulin immunostaining HCS, 24 h; share of cells brighter than vehicle mean+2SD | AID 2205 | % tubulin-high responders, % at 10 µM;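 active = plate Z-score above 3 for both tubulin-high and condensed-nucleus cell shares, with cell loss under 80%, at 10 µM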;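 also: anti alpha tubulin signal scored within the nucleus-defined area of each cell; some results filed as inactive read as strong as hits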
# WT yeast gro inh mutant strain: also measured in WT yeast gro inh; calls as there; inhibition, %; mitochondrial fusion phenotypic screen, mutant strain inhibition
# Dynein transport cytoplasmic EGFP: also measured in Dynein transport; calls as there; z-score; measured here: cytoplasmic GR-EGFP intensity; active compounds read high
# Dynein transport nuclear GR-EGFP: also measured in Dynein transport; calls as there; z-score; measured here: nuclear GR-EGFP intensity;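 lower value marks the stronger effect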
# Dynein transport cell count: recorded beside Dynein transport, whose call it bears; z-score; measured here: cell count per field
# Insulin prom up cell count: recorded beside Insulin prom up, whose call it bears; cell count; measured here: cytotoxicity, nuclei count;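 total cells summed across four imaged fields per well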
# bCat nuc transl cell count 5 µM: second read-out of bCat nuc transl, no call of its own (marks repeat the call); cell count; measured here: cell count, cytotoxicity flag
# MT stabilize HCS Hoechst-high %: second read-out of MT stabilize HCS, no call of its own (marks repeat the call); % Hoechst-high responders; measured here: nuclear condensation Hoechst responders;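 share of cells brighter than vehicle mean plus two SD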
# MT stabilize HCS cytotoxicity %: further read-out of MT stabilize HCS, marked with its call; toxicity, %; measured here: cytotoxicity by cell density;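 0% = mean cell density of plate MIN control wells and 100% = no cells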
# Autophagy HCS cell loss 18 h: also measured in Autophagy HCS; calls as there; toxicity, %; measured here: cell loss, nuclei count;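 cell loss after 18 h compound exposure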
# Numbers without * were called inactive; i = inactive; x = no result given. Rule as the data show it, unless noted: active = inhibition above about 50%; inactive = the rest.
1: Cn1cccc1/C=N/NC(=O)c1cc(-c2cccs2)nc2ccccc12
2: O=C1CCc2cc(S(=O)(=O)NCCC(=O)NC3CCN(Cc4ccccc4)CC3)ccc2N1
3: CCCn1c(NC(=O)c2ccc(Br)cc2)nc2ccccc21
4: COc1cccc(OC)c1C(=O)NC(=S)NCc1ccco1
5: CCC(=O)Oc1oc(-c2ccccc2)nc1C=Nc1ccc(C)cc1
6: COCCNC(=O)CS(=O)Cc1nc(-c2ccc(Cl)cc2)oc1C (stereo unspecified)
7: CCOC(=O)c1c(CC(C)C)csc1NC(=O)C(C)C
8: COc1ccc(OC)c(NC(=O)COC(=O)C2CCN(C(=O)c3ccc(Cl)cc3)CC2)c1
screen / no. | 1 | 2 | 3 | 4 | 5 | 6 | 7 | 8
Autophagy HCS | i | i | i | i | x | i | i | i
Autophagy HCS cell loss 18 h | 28 | 3 | -15 | -15 | x | 3 | 0 | 16
Insulin prom up | 0.54 | -0.22 | -0.47 | -0.13 | -0.19 | -0.37 | 0.14 | x
Insulin prom up cell count | 1148 | 1588 | 1025 | 1552 | 1096 | 860 | 1437 | x
Yfh1-depleted yeast | i | i | i | i | i | x | i | i
human PMI inhibition | -1% | -4% | -7% | 12% | x | -5% | 12% | -1%
Dynein transport | -0.14 | -0.44 | 1.9 | 0.26 | -2.2 | -0.63 | -1.4 | -0.22
Dynein transport cytoplasmic EGFP | -0.17 | -0.099 | -0.036 | -0.14 | 0.061 | -0.33 | -0.2 | -0.21
Dynein transport nuclear GR-EGFP | 0.99 | -0.21 | 1.2 | 0.35 | -1.1 | -0.37 | -0.57 | -0.14
Dynein transport cell count | 0.16 | 0.99 | -1.1 | -0.057 | 0.39 | 1.2 | 0.32 | 0.97
bCat nuc transl | 17 | 0.4 | x | -1.3 | 0.3 | -2.4 | 6.2 | 0.7
bCat nuc transl cell count 5 µM | 364 | 1463 | x | 973 | 1345 | 1167 | 1337 | 1058
human PMI inhibitors | -5% | -3% | -8% | 24% | x | -4% | 9% | -7%
WT yeast gro inh | 22 | 0 | 7 | -4 | x | 7 | 6 | 5
WT yeast gro inh mutant strain | -3 | 8 | 21 | -2 | x | -1 | -5 | 5
MT stabilize HCS | 17* | 4.5 | 2.0 | 3.7 | x | 4.1 | 3.0 | 2.6
MT stabilize HCS Hoechst-high % | 48* | 3.1 | 1.5 | 2.1 | x | 4.6 | 1.6 | 2.1
MT stabilize HCS cytotoxicity % | 37* | 8.7 | 7.9 | 4.7 | x | 6.7 | 0.5 | 4.9

# 6 records drawn at random from the list so far:
6: COCCNC(=O)CS(=O)Cc1nc(-c2ccc(Cl)cc2)oc1C (stereo unspecified)
2: O=C1CCc2cc(S(=O)(=O)NCCC(=O)NC3CCN(Cc4ccccc4)CC3)ccc2N1
8: COc1ccc(OC)c(NC(=O)COC(=O)C2CCN(C(=O)c3ccc(Cl)cc3)CC2)c1
5: CCC(=O)Oc1oc(-c2ccccc2)nc1C=Nc1ccc(C)cc1
7: CCOC(=O)c1c(CC(C)C)csc1NC(=O)C(C)C
4: COc1cccc(OC)c1C(=O)NC(=S)NCc1ccco1
screen / no. | 6 | 2 | 8 | 5 | 7 | 4
Autophagy HCS | i | i | i | x | i | i
Autophagy HCS cell loss 18 h | 3 | 3 | 16 | x | 0 | -15
Insulin prom up | -0.37 | -0.22 | x | -0.19 | 0.14 | -0.13
Insulin prom up cell count | 860 | 1588 | x | 1096 | 1437 | 1552
Yfh1-depleted yeast | x | i | i | i | i | i
human PMI inhibition | -5% | -4% | -1% | x | 12% | 12%
Dynein transport | -0.63 | -0.44 | -0.22 | -2.2 | -1.4 | 0.26
Dynein transport cytoplasmic EGFP | -0.33 | -0.099 | -0.21 | 0.061 | -0.2 | -0.14
Dynein transport nuclear GR-EGFP | -0.37 | -0.21 | -0.14 | -1.1 | -0.57 | 0.35
Dynein transport cell count | 1.2 | 0.99 | 0.97 | 0.39 | 0.32 | -0.057
bCat nuc transl | -2.4 | 0.4 | 0.7 | 0.3 | 6.2 | -1.3
bCat nuc transl cell count 5 µM | 1167 | 1463 | 1058 | 1345 | 1337 | 973
human PMI inhibitors | -4% | -3% | -7% | x | 9% | 24%
WT yeast gro inh | 7 | 0 | 5 | x | 6 | -4
WT yeast gro inh mutant strain | -1 | 8 | 5 | x | -5 | -2
MT stabilize HCS | 4.1 | 4.5 | 2.6 | x | 3.0 | 3.7
MT stabilize HCS Hoechst-high % | 4.6 | 3.1 | 2.1 | x | 1.6 | 2.1
MT stabilize HCS cytotoxicity % | 6.7 | 8.7 | 4.9 | x | 0.5 | 4.7

# (further entries)
9: O=C(Oc1ccc2c(c1)O/C(=C\c1ccncc1)C2=O)c1cccs1
10: CCSc1nnc(NC(=O)[C@@H](NC(=O)c2ccccc2F)C(C)C)s1
11: C/C(=C\c1ccco1)C1C(C#N)=C(N)OC2=C1C(=O)CC(C)(C)C2 (stereo unspecified)
12: COCCCNCC(O)COc1ccccc1F (stereo unspecified)
screen / no. | 9 | 10 | 11 | 12
Autophagy HCS | x | i | i | i
Autophagy HCS cell loss 18 h | x | 11 | -5 | 4
Insulin prom up | 1 | -0.3 | -0.08 | 0.27
Insulin prom up cell count | 947 | 1219 | 1345 | 1095
Yfh1-depleted yeast | i | i | i | i
human PMI inhibition | x | 2% | 6% | -1%
Dynein transport | -1.5 | -0.3 | -0.72 | 0.11
Dynein transport cytoplasmic EGFP | -0.24 | -0.33 | 0.25 | -0.19
Dynein transport nuclear GR-EGFP | -0.83 | -0.49 | -0.67 | 0.91
Dynein transport cell count | 0.63 | -0.14 | 0.052 | -0.46
bCat nuc transl | 1.4 | 1.5 | 1.7 | 0.1
bCat nuc transl cell count 5 µM | 1206 | 1035 | 1059 | 1063
human PMI inhibitors | x | 11% | 0% | 19%
WT yeast gro inh | x | -16 | 12 | 1
WT yeast gro inh mutant strain | x | -1 | 14 | 17
MT stabilize HCS | x | 1.9 | 3.4 | 1.2
MT stabilize HCS Hoechst-high % | x | 2.7 | 3.4 | 0.9
MT stabilize HCS cytotoxicity % | x | 7.0 | 3.9 | 4.6
